RTF Ca sens act: cardiac RTF calcium sensitization. P19429+P45379. IANBD-labeled TnC RTF fluorescence at EC20 calcium; 0% EC20 calcium, 100% full calcium. activation, % at 7.2 µM. 340,000 tested, 0.24% active. AID 493008;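 active means activation above the mean over all tested compounds plus 3 SD, cut at about 30% in these data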;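 further: rise in fluorescence read as greater calcium sensitivity of cardiac thin filaments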
Keap1 Nrf2 FP: disrupts human Keap1 binding to Nrf2 peptide; Keap1 Kelch-Nrf2 peptide fluorescence polarization, 1536-well; inhibition, % at 9.4 µM; 340,000 tested, 0.15% active; AID 504523; in the data active means inhibition above about 12%;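 further: human Keap1 Kelch domain with fluorescein labeled Nrf2 9mer peptide probe; 0% = neutral control wells and 100% = peptide positive control; higher means more block of Keap1 binding to Nrf2 peptide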
PKA-R2B activ: activators of human PKA-R2B complex. P22694+P31323. PKA-R2B holoenzyme dissociation, Cy5-IP20 fluorescence polarization; R2B truncated from residue 108, S112A mutant; 0% DMSO only, 100% 113 µM cGMP. activation, % at 11.4 µM. 340,000 tested, 0.079% active;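 active means activation above a cutoff set at the mean over all compounds plus 3 SD, cut at about 18% in these data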;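 further: higher means more holoenzyme dissociation and a rise in polarization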
Target sequence (P31323 whole entry, looked up, other chains not shown, the tested form may be a part): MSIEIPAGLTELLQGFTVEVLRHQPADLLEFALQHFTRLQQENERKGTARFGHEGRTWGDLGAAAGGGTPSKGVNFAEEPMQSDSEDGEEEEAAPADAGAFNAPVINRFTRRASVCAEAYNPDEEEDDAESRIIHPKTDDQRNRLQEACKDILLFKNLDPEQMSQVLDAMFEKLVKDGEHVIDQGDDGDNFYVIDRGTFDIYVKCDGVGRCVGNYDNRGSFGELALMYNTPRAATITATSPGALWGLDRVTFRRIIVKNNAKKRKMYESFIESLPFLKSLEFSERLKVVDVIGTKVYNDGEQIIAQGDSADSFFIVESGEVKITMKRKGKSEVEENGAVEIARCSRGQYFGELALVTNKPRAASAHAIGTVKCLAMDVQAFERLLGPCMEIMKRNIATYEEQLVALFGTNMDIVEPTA
C-LANA FP: inhibitors of KSHV LANA C-terminal domain DNA binding; MBP-C-LANA/FAM-LBS DNA binding, fluorescence polarization; inhibition, % at 9 µM; 340,000 tested, 0.078% active;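 active means highest replicate inhibition at or above 60% at 9 µM, even if other replicates fall short; inactive means all replicates below 60% inhibition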;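 further: 0% = neutral control wells and 100% = 4 µM acridine orange control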
CAL PDZ FP-1: blocks peptide binding to human CAL PDZ domain; Q9HD26; purified CAL PDZ, TMR-peptide fluorescence polarization, 1 h; inhibition, % at 20 µM; 330,000 tested, 0.02% active; AID 504414;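 active means highest replicate inhibition of at least 40%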;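 further: plate controls were DMSO neutral control wells for no effect and unlabeled competitor peptide control wells for full effect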
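Control set: unlabelled peptide and DMSO controls / Material: purified CerCALP PDZ construct / Timing: 1 h incubation at room temperature before polarization reading / Doses: 20 µM, one dose / Detection: fluorescence polarization (mP)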
Rtt109 HAT inh: C. albicans Rtt109 histone acetyltransferase inhibition | 330,000 tested, 0.16% active | purified Rtt109/Vps75, ThioGlo CoA-SH fluorescence, 4 h | Q5AAJ8 | AID 540336 | inhibition, % at 34.9 µM;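 active means inhibition of at least 50% in every replicate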
Target sequence (Q5AAJ8 whole entry, looked up): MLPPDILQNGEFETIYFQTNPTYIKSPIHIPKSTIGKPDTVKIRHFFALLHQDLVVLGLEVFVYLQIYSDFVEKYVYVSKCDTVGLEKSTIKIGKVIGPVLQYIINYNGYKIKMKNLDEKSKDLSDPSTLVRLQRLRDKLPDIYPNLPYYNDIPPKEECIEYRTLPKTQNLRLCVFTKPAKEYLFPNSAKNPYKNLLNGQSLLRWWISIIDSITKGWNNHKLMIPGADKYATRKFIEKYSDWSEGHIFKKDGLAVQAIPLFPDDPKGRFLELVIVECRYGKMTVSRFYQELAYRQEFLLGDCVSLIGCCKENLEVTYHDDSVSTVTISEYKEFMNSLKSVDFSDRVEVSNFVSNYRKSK
SR-BI DiI-HDL act: SR-BI HDL lipid transfer activation; CHO ldlA[mSR-BI] cells, DiI-HDL uptake fluorescence, 3 h; 100 = double the neutral-control signal; activation, % at 12.5 µM; 320,000 tested, 0.096% active;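 active means mean replicate activation of at least 60% and every replicate at or above 60%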;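 further: 0% = median plate neutral-control signal and 100% = twice that signal; values of inactives mirror those of a sister screen read the other way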
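Material: SR-BI-overexpressing, LDLR-lacking CHO cells | Dosing: Single compound concentration, delivered by pin transfer | Probe or stimulus: Labelled HDL, 10 µg/mL | Signal: Bottom-read cell fluorescence after medium removal, ex 550/em 595 nm | Schedule: 3 h, 37 °C | Evaluation: HDL uptake via cellular fluorescence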
Cardiac RTF inh: cardiac RTF calcium desensitization; IANBD-labeled cardiac RTF, Ca2+ fluorescence; inhibition, % at 7.15 µM; 340,000 tested, 0.12% active; P19429+P45379;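 active means inhibition above the mean inhibition of all tested compounds plus 3 SD, cut at about 17% in these data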;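 further: assay run at fixed EC70 calcium of 1.6 mM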
CAL PDZ FP-2: blocks peptide binding to the human CAL PDZ domain | 300,000 tested, 0.92% active | inhibition, % at 24.9 µM | purified CAL PDZ, TMR-peptide fluorescence polarization, 1 h | AID 602252;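 active means mean inhibition of at least 30% with at least half of replicates also reaching 30%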;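 further: 0% = DMSO neutral control and 100% = excess unlabeled competitor peptide PRC23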
DAGLB inhibitor: diacylglycerol lipase beta (human) inhibition | HEK293T DAGLB membrane lysate, EnzChek fluorogenic substrate | Q8NCG7 | 340,000 tested, 0.059% active | inhibition, % at 5.17 µM; in the data active means inhibition above about 34%;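 further: 0% = enzyme with vehicle and 100% = wells lacking enzyme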
Numbers without * were called inactive; · = no result given. Not a hit list. Share with any hit: about 1.6%.

SMILES | RTF Ca sens act | Keap1 Nrf2 FP | PKA-R2B activ | C-LANA FP | CAL PDZ FP-1 | Rtt109 HAT inh | SR-BI DiI-HDL act | Cardiac RTF inh | CAL PDZ FP-2 | DAGLB inhibitor
O=C1C=C(NCc2ccco2)CC(c2ccc(Cl)cc2)C1 (stereo unspecified) | 16 | -7 | -7 | 0.0 | · | -4 | -7 | -4 | -3 | 1
Cc1ccccc1/C=C/C(=O)NCC(=O)N1CCC(N(C)C2CCCCC2C)CC1 (stereo unspecified) | 3 | -3 | 4 | 2.8 | -3.3 | 60* | 6 | -1 | -3 | -1
COCCNC(=O)C(c1ccc(C)cc1)N(C(=O)CCC(=O)Nc1ccccn1)c1cccc(C)c1 (stereo unspecified) | -1 | 4 | 2 | -2.8 | -0.1 | 11 | -11 | -33 | 8 | -2
COC(=O)C1=C(C)N(CCc2ccc(OC)c(OC)c2)C(=O)/C1=C\c1ccc(O)cc1 | 1 | -8 | -4 | 0.0 | -2.7 | -6 | -4 | -1 | -3 | -1
O=C(CN1CCC(O)CC1)N1c2ccccc2C=Cc2ccccc21 | -4 | 0 | -6 | -1.7 | -2.6 | -1 | · | 3 | 4 | 2
CC(C)[C@H](NC(=O)N1CCn2c1nc1ccccc12)C(=O)NCCc1ccccc1 | 5 | 0 | -14 | -1.8 | -4.6 | 4 | -5 | -9 | -1 | 0
CCN(C[C@H]1N[C@@](Cc2ccccc2)(C(=O)OC)[C@H]2C(=O)N(Cc3ccccc3)C(=O)[C@@H]12)S(=O)(=O)c1ccc(OC)cc1 | -1 | -2 | 1 | -0.2 | 0.2 | 2 | -9 | -17 | 5 | -4
Cc1cc(Cl)ccc1OCc1cn2cccnc2n1 | -4 | -3 | 10 | -0.2 | -0.6 | 7 | 3 | -7 | -7 | -1
Cc1c(/C=N/O)c2ccccn2c1C=O | 17 | -6 | -8 | -2.5 | -0.4 | -3 | 4 | 3 | -1 | 1
Nn1c(SC/C=C/c2ccccc2)nnc1-c1ccccn1 | 0 | -4 | -3 | -0.7 | -2.4 | -2 | 6 | -8 | 1 | 0
CC(C)n1cc(NC(=O)c2cc(-c3ccccc3)on2)cn1 | 0 | -4 | 0 | -0.4 | -2.1 | 5 | -13 | -6 | -1 | 1
Cc1ccc(SCc2cc(=O)[nH]c(Nc3nc(C)c4cccc(C)c4n3)n2)cc1 | 2 | 3 | 7 | 0.8 | -1.7 | -2 | 7 | -3 | 1 | -1
Cc1cc(OCC(=O)Nc2ccccc2N2CCCC2)ccc1C(C)C | 3 | -3 | 11 | -15 | -1.2 | 13 | -36 | -1 | -2 | -25
CCN(CC)CCCN1C(=O)C(=O)/C(=C(/O)c2ccccc2)C1c1cc(OC)ccc1OC (stereo unspecified) | 7 | -3 | -2 | 1.0 | -3.7 | -2 | 17 | -19 | -4 | 1
COc1cc(/C=N/Nc2nc3ccccc3[nH]c2=O)ccc1O | -5 | 0 | 0 | -0.2 | -1.3 | 4 | 28 | -3 | -4 | -1
O=S(=O)(c1ccccc1)N1CCN=C1SCc1ccccc1 | 3 | -7 | -4 | -0.5 | -2.4 | · | 17 | 4 | -4 | -3
COc1ccc(C(=O)Nc2cnc3ccccn3c2=O)cc1 | -3 | 1 | -2 | -1.0 | -1.4 | 0 | · | -3 | 6 | -1
O=C(Nc1ccc(S(=O)(=O)Nc2ccccc2F)cc1)N1CCCCC1 | 1 | -4 | 3 | -1.8 | -2.2 | -1 | 6 | -5 | 0 | 0
Cc1ccsc1C(=O)OCC(=O)N(Cc1ccccc1)C(C)C | 2 | 4 | 6 | 1.2 | 0.5 | 1 | -13 | -1 | -5 | -2
CCc1cc(=O)oc2cc(OCC(=O)NCCCN3CCCC3=O)c(Cl)cc12 | -2 | 1 | -8 | -1.0 | -0.3 | 9 | 1 | -6 | · | 0

Entries from the list above with a Cl atom (3):
SMILES | RTF Ca sens act | Keap1 Nrf2 FP | PKA-R2B activ | C-LANA FP | CAL PDZ FP-1 | Rtt109 HAT inh | SR-BI DiI-HDL act | Cardiac RTF inh | CAL PDZ FP-2 | DAGLB inhibitor
O=C1C=C(NCc2ccco2)CC(c2ccc(Cl)cc2)C1 (stereo unspecified) | 16 | -7 | -7 | 0.0 | · | -4 | -7 | -4 | -3 | 1
Cc1cc(Cl)ccc1OCc1cn2cccnc2n1 | -4 | -3 | 10 | -0.2 | -0.6 | 7 | 3 | -7 | -7 | -1
CCc1cc(=O)oc2cc(OCC(=O)NCCCN3CCCC3=O)c(Cl)cc12 | -2 | 1 | -8 | -1.0 | -0.3 | 9 | 1 | -6 | · | 0

More compounds follow.
SMILES | RTF Ca sens act | Keap1 Nrf2 FP | PKA-R2B activ | C-LANA FP | CAL PDZ FP-1 | Rtt109 HAT inh | SR-BI DiI-HDL act | Cardiac RTF inh | CAL PDZ FP-2 | DAGLB inhibitor
CCN1C(=O)/C(=C2/C(=O)N3c4c(cc(OC(C)=O)cc42)C(C)=CC3(C)C)SC1=S | -2 | -3 | 0 | 0.1 | -0.4 | 4 | -86 | -9 | 3 | 1
Cc1nn(-c2ccncc2)c2c1C(=O)CC(C)(C)C2Br (stereo unspecified) | -5 | -3 | 8 | 1.4 | -0.1 | 3 | 27 | -3 | -1 | -6
Nc1nonc1-n1nnc(C(=O)N/N=C/c2cccc(Cl)c2)c1CSc1ccc(Cl)cc1 | 0 | -2 | 7 | 0.6 | 1.8 | 2 | 13 | 3 | · | 0
O=C(Nc1ncn[nH]1)c1ccccc1Br | 0 | -3 | -1 | 0.8 | -0.1 | 3 | 33 | -9 | -2 | -1
CN(CC(=O)Nc1ccc(Cl)cc1)C(=O)c1cccc(S(=O)(=O)N(C)C)c1 | 7 | -6 | -14 | 0.2 | -0.3 | -1 | 16 | 3 | -2 | -2
O=C(O)c1cccc(CSc2nnc(-c3ccco3)o2)c1 | -4 | -1 | 2 | 1.5 | -1.0 | 2 | 38 | -8 | -2 | 1
Cc1cccc(C)c1N(C(=O)c1ccco1)C(C(=O)NC1CCCC1)c1ccncc1 (stereo unspecified) | 6 | -4 | 2 | -1.1 | -2.6 | 2 | · | -25 | · | 0
Cc1c2ccccc2nc2c(F)c(NCCO)c(F)c(F)c12 | 42* | -2 | 5 | 12 | 0.8 | · | 14 | -36 | -2 | -3
Cc1ccc(C(=O)C(OC(=O)CNC(=O)c2ccc(Cl)cc2)c2ccccc2)cc1 (stereo unspecified) | -4 | -5 | -5 | 0.2 | -1.7 | -4 | 37 | 4 | 0 | -5
CN1C(=O)C(C)(C)c2cc(S(=O)(=O)N3CCCC(C(=O)Nc4ccc(Cl)cc4)C3)ccc21 (stereo unspecified) | -3 | 2 | -8 | 1.0 | -1.0 | 14 | -43 | -5 | · | 3
CCC(=O)N1c2ccccc2-c2nnc(SC)nc2OC1c1ccc(N(C)C)cc1 (stereo unspecified) | 2 | -3 | 8 | -0.3 | 1.0 | 2 | · | -8 | -2 | 4
Cc1ccc(C)c(S(=O)(=O)N2CCN(C(=O)Cc3ccsc3)CC2)c1 | -3 | -6 | -9 | -1.4 | -1.7 | 3 | 6 | -7 | -1 | 1
O=C(CSc1nc(=O)n(CCCN2CCOCC2)c2c1CCCC2)Nc1cccc([N+](=O)[O-])c1 | 1 | -2 | -5 | 1.2 | -1.0 | 1 | -4 | 10 | 0 | -1
O=C(COc1ccccc1[N+](=O)[O-])N/N=C/c1cccs1 | -4 | -5 | -7 | -1.0 | 0.0 | -6 | 1 | 1 | -3 | 3
Cc1ccc(C(=O)NCCNc2ccc(Cl)cc2[N+](=O)[O-])o1 | -3 | -5 | 8 | 0.1 | -0.1 | -3 | 1 | -3 | · | 7
O=C(Nc1nccs1)c1ccc(COc2c(F)c(F)cc(F)c2F)o1 | -3 | -2 | -4 | 2.4 | -0.5 | -7 | -3 | -10 | 0 | -2
COc1ccccc1NC(=O)Nc1nc(CC(=O)NCc2ccc(F)cc2)cs1 | -8 | 2 | 4 | -1.6 | -3.1 | 20 | -72 | 4 | -5 | 2
CC1=Nc2ccccc2/C1=C\c1nc(-c2ccc(F)cc2)oc1O | 84* | 4 | -4 | 7.8 | -2.4 | 0 | -33 | -134 | -7 | -4
COCC(C)n1c(SCc2ccc(C(=O)OC)o2)nc2ccccc2c1=O (stereo unspecified) | 5 | -6 | -4 | -0.6 | -5.2 | 1 | -11 | -23 | 9 | -10
O=C(CN1CCCC1)N1c2ccccc2Sc2ccc(C(F)(F)F)cc21 | 0 | -3 | -2 | -1.5 | -1.2 | 1 | 2 | -6 | -1 | 1
COc1ccc(C(=O)NC(C)c2csc(C)n2)cc1OC1CCN(C(C)=O)CC1 (stereo unspecified) | -1 | 1 | 8 | -0.4 | -3.0 | -4 | 22 | 1 | 0 | 1
Cc1ccc(CN2C(=O)CCC2C(=O)NCc2ccccc2Cl)cc1 (stereo unspecified) | 1 | -3 | 3 | -1.4 | -0.8 | 0 | · | -7 | 5 | 1
CC(C)n1nc(C(=O)Oc2cccc(Cl)c2Cl)c2ccccc2c1=O | -1 | 3 | -3 | 1.0 | -2.1 | 9 | 14 | -2 | -1 | 3
Cc1cccc(C(=O)NN/C=C/C(=O)c2ccccc2)c1 | 2 | -5 | 2 | 0.5 | · | 2 | -89 | -1 | -4 | 4
COc1ccc(/C(O)=C(\C#N)c2nc3ccccc3n2C)cc1OC | -3 | -2 | 2 | -0.4 | -3.7 | -10 | 19 | 0 | · | 2
CSc1ccc(/C=N/n2c(C)cc(C)cc2=O)cc1 | 3 | -1 | 4 | -1.4 | -1.5 | 0 | -15 | -13 | -4 | -3
CN1C(=O)c2ccc(NC(=O)C3CCCCC3)cc2C1=O | -2 | -6 | 2 | -0.1 | -2.9 | -3 | -38 | -7 | -3 | 1
CNC(=S)/N=C(/Nc1ccccc1)c1ccccc1 | 4 | 0 | 4 | -0.4 | 18 | -10 | 25 | -5 | -2 | -1
COc1cc(/C=C2/SC(=S)N(CC(=O)O)C2=O)ccc1OCC(=O)Nc1ccc(C)c(C)c1 | 4 | -6 | 0 | 1.5 | -4.3 | 7 | 12 | -8 | -7 | 2
Cc1ccc(S(=O)(=O)CCc2nnc(NC(=O)C3CCCCC3)s2)cc1 | 6 | 0 | 9 | 2.0 | -2.3 | -15 | 22 | 4 | -2 | 0
C[C@H](NC(=O)c1[nH]cnc1C(=O)Nc1ccccc1)C(=O)OC(C)(C)C | -2 | 1 | -10 | 6.1 | -1.4 | -4 | -2 | 11 | -2 | -4
NC(=S)NN=C1c2ccccc2-c2ccccc21 | -1 | -4 | -5 | -3.6 | -2.4 | 4 | -43 | -12 | 1 | -1
O=C(NCC1CCCN(C(=O)c2cccnc2)C1)c1ccc(-c2ccccc2)cc1 (stereo unspecified) | 1 | -2 | -1 | -0.5 | -3.5 | 9 | -9 | -2 | -4 | -2
CN1CCN(c2nc(-c3ccc(Cl)cc3)nc3ccccc23)CC1 | 0 | 1 | 3 | 1.0 | -1.8 | 2 | -3 | -3 | -1 | 0
Cc1ccc(NC(=O)CN2CCOCC2)cc1S(=O)(=O)N1CCCCC1 | 4 | -3 | 0 | 6.1 | -0.3 | -4 | -32 | -3 | 2 | 1
